Screening data (PubChem BioAssay)
HP1b chromo inh: inhibitors of HP1-beta chromodomain binding to methylated histone tails; P83916; AlphaScreen HP1-beta / biotin-H3K9me3 peptide binding; Potency, µM (doses to about 114 µM), for inactives: at the top dose activity change, negative = inhibition, most hits filed as inhibitors; 390,000 tested, 0.56% active; AID 540317; further: nearly all actives have a fitted effect of over 70% in size; inactives centre near 23
Target sequence (P83916 whole entry, looked up): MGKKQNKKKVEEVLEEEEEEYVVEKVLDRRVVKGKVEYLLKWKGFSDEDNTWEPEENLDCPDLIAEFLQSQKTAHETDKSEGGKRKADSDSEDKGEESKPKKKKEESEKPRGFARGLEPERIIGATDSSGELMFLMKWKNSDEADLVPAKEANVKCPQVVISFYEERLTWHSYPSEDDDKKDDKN
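HP1-beta protein (50 nM final) preincubated 30 min at room temperature with biotinylated H3(1-18)K9me3 peptide (50 nM) in PBS pH 7.4, 0.01% Tween-20, then compound added for 30 min. AlphaScreen streptavidin donor/nickel chelate acceptor beads (10 ug/mL final), 30 min dark, luminescence read.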
GLS inhibitor: inhibitors of human glutaminase (GLS) | GLS enzymatic activity, qHTS titration | Potency, µM (top dose mostly 45.5 µM), for inactives: top-dose activity change, negative = inhibition, usual class: inhibitors | 410,000 tested, 0.21% active | AID 624170; further: on the % scale 0 is the no-effect control and ±100 the full control effect
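Read-out is an Amplex red fluorescence increase coupled through glutamate oxidase and HRP, measured before and after 30 min room-temperature incubation. hKGA is in 45 mM KH2PO4 (pH 8.2) with 0.02% Tween-20; glutamine added as 1mM solution.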
Tb PGK inh: blocks T. brucei phosphoglycerate kinase | PGK/GAPDH coupled, Kinase-Glo luminescence, 60 min | AID 602233 | 380,000 tested, 0.043% active | Potency, µM (series often up to 57.5 µM), for the others: top-dose activity change, negative = inhibition, usual class: inhibitors; further: on the % scale 0 is the no-effect control and ±100 the full control effect; nearly all actives have a fitted effect of over 60% in size
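Luminescent ATP detection (Kinase-Glo Plus) follows a 60-minute room-temperature incubation, with wells lacking PGK as controls. Buffer: 100 mM TEA (pH 7.6), 5 mM MgCl2, 0.01% Tween-20. Coupling enzyme GAPDH (100 nM final) supplies unstable 1,3-BPG in-well.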
Pol iota inh: blocks human DNA polymerase iota activity; Q9UNA4; Pol iota fluorescent replication assay, 10 min; Potency, µM (doses to about 115 µM), inactives show at the top dose activity, negative = inhibition, most hits filed as inhibitors; 390,000 tested, 1% active; AID 588590
Target sequence (Q9UNA4 whole entry, looked up): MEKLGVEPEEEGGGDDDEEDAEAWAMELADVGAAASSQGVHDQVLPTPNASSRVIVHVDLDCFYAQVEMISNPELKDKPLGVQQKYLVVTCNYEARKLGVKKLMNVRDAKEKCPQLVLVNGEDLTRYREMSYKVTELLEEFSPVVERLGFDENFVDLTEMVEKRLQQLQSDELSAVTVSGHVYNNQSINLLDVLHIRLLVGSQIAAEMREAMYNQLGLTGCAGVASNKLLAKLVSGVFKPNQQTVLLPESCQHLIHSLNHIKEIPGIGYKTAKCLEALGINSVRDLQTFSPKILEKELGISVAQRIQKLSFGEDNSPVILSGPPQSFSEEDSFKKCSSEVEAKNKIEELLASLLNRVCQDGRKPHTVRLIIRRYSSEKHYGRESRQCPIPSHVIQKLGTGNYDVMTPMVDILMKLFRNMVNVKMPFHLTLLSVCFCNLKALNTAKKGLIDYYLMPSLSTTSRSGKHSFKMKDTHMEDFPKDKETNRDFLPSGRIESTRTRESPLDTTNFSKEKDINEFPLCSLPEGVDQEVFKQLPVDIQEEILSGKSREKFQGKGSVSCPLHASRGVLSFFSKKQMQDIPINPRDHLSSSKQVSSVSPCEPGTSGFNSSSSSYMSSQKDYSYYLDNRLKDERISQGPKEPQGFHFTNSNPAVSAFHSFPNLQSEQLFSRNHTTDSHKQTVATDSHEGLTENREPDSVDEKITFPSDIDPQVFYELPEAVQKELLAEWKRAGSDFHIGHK
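Pol iota at 10 nM preincubated 15 min with compounds at room temperature; reaction started with fluorescent substrate, 50 nM final. Fluorescence read kinetically at 0 and 10 min; buffer-only wells as negative control.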
BAZ2B inh: blocks human BAZ2B; Q9UIF8; AlphaScreen BAZ2B-H3K14Ac peptide displacement; Potency, µM (titrated, usually from 114 µM), for the others: at the top dose activity change, negative = inhibition, actives largely listed as inhibitors; 360,000 tested, 4.4% active; AID 504333; further: on the % scale 0 is the no-effect control and ±100 the full control effect; nearly all actives have a fitted effect of over 60% in size
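In this displacement format the biotinylated H3(5-23) peptide acetylated at Lys14 serves as ligand at 50 nM, with BAZ2B at 50 nM in PBS pH 7.4 containing 0.01% Tween-20. Donor and acceptor beads are 10 ug/mL final.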
BLM inh: Bloom syndrome helicase (human) inhibition | P54132 | recombinant BLM DNA unwinding, fluorescence dequenching | Potency, µM (highest dose often 56.1 µM), for inactives: at the top dose activity change, negative = inhibition, actives largely listed as inhibitors | 350,000 tested, 0.2% active | AID 2528;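 further: plate controls were vehicle for no effect and no enzyme for full effect; nearly all actives have a fitted effect of over 35% in size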
JMJD2A Tudor: JMJD2A Tudor domain (human) inhibition | AlphaScreen JMJD2A-Tudor / H3K4me3 peptide binding | O75164 | Potency, µM (highest dose often 114 µM), for inactives: at the highest dose activity change, negative = inhibition, most hits filed as inhibitors | AID 504339 | 390,000 tested, 4.4% active; further: on the % scale 0 is the no-effect control and ±100 the full control effect; nearly all actives have a fitted effect of over 50% in size
Pin1 inh: inhibitors of human Pin1 | 390,000 tested, 0.009% active | Potency, µM (top dose mostly 115 µM), for inactives: at the top dose activity, negative = inhibition, most hits filed as inhibitors | Pin1 FP peptide displacement, HiFluor488, 10 min; active means well fitted inhibition curve with a large enough effect in the polarisation, with a control signal flat, not every such curve was filed as active; inconclusive means small, poorly fitted or top-dose-only effect, or effect the other way, or a change in a side signal; inactive means no such curve, though single readings can be large or run the other way; the % refers to the polarisation; further: on the % scale 0 is the no-effect control and ±100 the full control effect
Target sequence (Q13526 whole entry, looked up): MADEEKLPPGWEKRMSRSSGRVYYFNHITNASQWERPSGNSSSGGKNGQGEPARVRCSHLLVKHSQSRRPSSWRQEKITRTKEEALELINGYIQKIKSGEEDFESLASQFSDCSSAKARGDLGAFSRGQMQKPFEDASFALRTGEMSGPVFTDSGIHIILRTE
G9a inh: inhibitors of human histone lysine methyltransferase G9a; 350,000 tested, 8.8% active; Potency, µM (top dose mostly 102 µM), for the others: top-dose activity, negative = inhibition, hits mostly inhibitors; G9a H3K9 monomethylation, AlphaScreen, 2 h; AID 504332; further: on the % scale 0 is the no-effect control and ±100 the full control effect; nearly all actives have a fitted effect of over 75% in size
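Quantitative HTS format: methyltransferase activity on a biotin-tagged H3K9 peptide is measured by AlphaScreen, using a rabbit anti-monomethyl-H3K9 antibody with streptavidin donor and anti-IgG acceptor beads. Final levels are 20 nM enzyme, 500 nM peptide, 20 uM SAM; 2 h RT.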
* hit, by the source's call; i = inactive; ? = inconclusive; nt = no result given; [ ] = another dose, or the depositor's remark. Unless noted, the call rests on the fitted dose curve; in most records, active means well fitted curve in the direction sought with a large enough effect; inconclusive means small, poorly fitted or top-dose-only effect, or another doubt; inactive means no such curve, though single readings can be large; an effect the other way counts as inactive or inconclusive. Potency means the concentration at half of the fitted maximal effect.

SMILES	HP1b chromo inh	GLS inhibitor	Tb PGK inh	Pol iota inh	BAZ2B inh	BLM inh	JMJD2A Tudor	Pin1 inh	G9a inh
COc1ccc(NC(=O)CNC(=O)c2nn(-c3ccc(OC)cc3OC)c(=O)c3ccccc23)c(OC)c1	9%	-2%	0%	3%	-2%	-2%	-6%	1%	-3%
COc1ccc(Nc2ncccc2C(=O)Nc2ccccc2)cc1	?	?	0%	?	50µM*	3%	?	-9%	?
CC1CC/C(=C\c2ccc3c(c2)OCO3)C(=O)/C1=C/c1ccc2c(c1)OCO2 (stereo unspecified)	-17%	0%	-3%	?	?	-5%	?	?	?
CCCCOc1nc2ccccc2nc1C(C#N)S(=O)(=O)c1ccccc1 (stereo unspecified)	15%	25%	-8%	22%	-32%	-3%	-17%	2%	-4%[2.33 µM]
Cc1cccc(NC(=O)N(Cc2nc3ccccc3c(=O)[nH]2)C2CCCC2)c1	17%	4%	-3%	-8%	2%	-3%	-14%	-9%	4%[12.7 µM]
CC(=O)NC(CCS(C)(=O)=O)C(=O)Nc1ccccc1C (stereo unspecified)	19%	1%	i	7%	-2%	0%	-22%	2%	-16%[59 µM]
OC(CNCCCCNCC(O)C(F)(F)F)C(F)(F)F (stereo unspecified)	17%	1%	-7%	60%[activator]	-31%	1%	?	-13%	?
Cc1csc2c(SCC(=O)NNS(=O)(=O)c3cccc(C(F)(F)F)c3)ncnc12	28%	15%	0%	15%	-18%	0%	-19%	11%	-26%
COc1cc(O)cc(O)c1C(=O)/C=C/c1ccccc1	16%	2%	-1%	?	?	-6%	?	-5%	-113%[59 µM]
COCCn1c(-c2ccc(C)cc2)nc2c(c(=O)c3ccccc3n2C)c1=O	52%[activator]	1%	-10%	30%	nt	nt	4%	?	nt
O=C(O)CCC(=O)NNc1nc(-c2ccccc2)c2cc(Cl)ccc2n1	28%	4%	-6%	-5%	-10%	0%	-11%	-1%	4%
O=C(N/N=C/c1ccc(F)cc1)c1c(O)c2ccccc2[nH]c1=O	25%	0%	0%	6%	-2%	-2%	-23%	-1%	1%
O=C(NCCCNCc1ccccc1)c1ccncc1	17%	0%	i	-9%	nt	0%	-14%	3%	-9%[59 µM]
O=C1C2CCCN2C(c2ccccc2F)N1c1ccc(Cl)cc1 (stereo unspecified)	10%	16%	-1%	12%	-3%	-1%	-4%	3%	-40%[12.7 µM]
CCn1cc(C(=O)NCc2ccccc2OC)c(=O)c2cc(S(=O)(=O)N3CCCCCC3)ccc21	24%	-22%	6%	2%	nt	-17%	-20%	5%	-40%[59 µM]
O=C(c1ccc(S(=O)(=O)N2CCC(c3nc4ccccc4s3)CC2)cc1)N1CCOCC1	6%	-1%	-4%	11%	5%	-1%	-15%	9%	40µM*
Cc1ccccc1CN1c2ccccc2-c2nc(SCC(=O)NCCc3ccccc3)ncc2S1(=O)=O	23%	1%	5%	11%	-1%	-6%	-5%	-1%	2%[59 µM]
O=C(CSc1nc2cc(C(=O)O)ccc2c(=O)n1-c1ccc(F)cc1)Nc1ccc(F)c(F)c1F	20%	-6%	nt	?	-7%	-3%	0%	6%	13%
CCOc1ccc(C(=O)OCc2cc(=O)n3nc(C4CCCCC4)sc3n2)cc1	2%	6%	4%	-2%	-8%	-5%	-8%	6%	7%[59 µM]
Cc1nn(CCC(=O)NCc2ccc(Cl)cc2)c(=O)c2nn(-c3ccccc3)c(C)c12	14%	-15%	9%	?	-6%	-1%	-4%	-8%	-27%[59 µM]
O=S(=O)(N/N=C/c1ccc2c(c1)OCCO2)c1ccc(Cl)cc1	29%	22%	i	?	-30%	-4%	-7%	-8%	-49%
CCCCN(C(=O)CSc1nnc(-c2ccc(Cl)cc2)o1)c1c(N)n(CC(C)C)c(=O)[nH]c1=O	6%	-8%	1%	12%	0%	nt	-12%	4%	1µM*
CCc1nnc(NC(=O)CSc2nnc3c(C)cc4c(C)ccc(C)c4n23)s1	15%	-9%	3%	-18%	6%	4%	-9%	8%	?
CC(=O)Nc1ccc(C(=O)OCc2ccc(Cl)c(Cl)c2)cc1	24%	5%	0%	2%	1%	-7%	-2%	5%	-10%[59 µM]
O=c1cc(C(O)C[N+](=O)[O-])occ1OCc1ccccc1 (stereo unspecified)	21%	0%	-4%	25µM*	nt	nt	-6%	?	nt
CCN(CC)C(=O)C1CCCN(C(=O)c2cc(COc3cccc(OC)c3)on2)C1 (stereo unspecified)	16%	15%	-1%	12%	0%	-8%	-6%	-5%	99%[activator]
CC1CCCC(NC(=O)COC(=O)c2ccc(N(C)C)cc2)C1C (stereo unspecified)	29%	nt	2%	24%	-6%	3%	-9%	-2%	-24%
O=C(O)CC(Cc1ccc(Cl)cc1)C(=O)Nc1cc(Cl)ccc1Cl (stereo unspecified)	27%	-8%	3%	18%	36%[activator]	3%	-10%	?	-17%[0.501 µM]
C/C(=N\NC(=O)c1ccccc1F)c1cccc(NC(=O)c2ccc(C)cc2)c1	33%	-11%	-2%	14%	-13%	-7%	-14%	-1%	-12%
O=C(COc1cccc(NC(=O)c2ccco2)c1)c1ccc(F)cc1	23%	2%	-5%	-16%	7%	-1%	2%	-11%	11%[12.7 µM]
Cc1cc2cc(CNC(=O)c3ccc(S(=O)(=O)N(C)C)cc3)ccc2n1C	13%	1%	-8%	-16%	-24%	-12%	-31%	-15%	?
CN(C)c1ccc(CNC(=O)c2cccn2-c2nnc(N3CCCCC3)s2)cc1	-3%	1%	i	-16%	40µM*	-4%	?	-1%	-43%[59 µM]
COc1cccc(C(=O)Nc2ccccc2C(=O)OCc2cc(=O)n3c(C)csc3n2)c1	19%	1%	i	10%	-6%	-7%	0%	-8%	9%[59 µM]
Cc1ccc(Cc2cnc(NC(=O)C3Cc4ccc(C)cc4C(=O)O3)s2)cc1 (stereo unspecified)	37%	-4%	-10%	10%	0%	0%	5%	-2%	9%[59 µM]
C[C@H](NC(=O)c1ccccc1)C(=O)OCC(=O)Nc1sccc1C(N)=O	38%	-7%	-1%	-15%	nt	nt	-16%	?	nt
O=C(NNc1ccccc1[N+](=O)[O-])Nc1ccc(F)cc1	7%	?	8%	156%[activator]	-33%	-2%	-17%	-8%	3.5µM*

Single entries from the entries so far.
O=S(=O)(N/N=C/c1ccc2c(c1)OCCO2)c1ccc(Cl)cc1 in JMJD2A Tudor is entered as -7%
CCN(CC)C(=O)C1CCCN(C(=O)c2cc(COc3cccc(OC)c3)on2)C1 (stereo unspecified) in G9a inh is entered as 99%[activator]
O=C(O)CCC(=O)NNc1nc(-c2ccccc2)c2cc(Cl)ccc2n1 in Pol iota inh is entered as -5%

Part of the list above, with bars between the fields:
compound | HP1b chromo inh | GLS inhibitor | Tb PGK inh | Pol iota inh | BAZ2B inh | BLM inh | JMJD2A Tudor | Pin1 inh | G9a inh
Cc1cc2cc(CNC(=O)c3ccc(S(=O)(=O)N(C)C)cc3)ccc2n1C | 13% | 1% | -8% | -16% | -24% | -12% | -31% | -15% | ?
CN(C)c1ccc(CNC(=O)c2cccn2-c2nnc(N3CCCCC3)s2)cc1 | -3% | 1% | i | -16% | 40µM* | -4% | ? | -1% | -43%[59 µM]

The list goes on.
SMILES	HP1b chromo inh	GLS inhibitor	Tb PGK inh	Pol iota inh	BAZ2B inh	BLM inh	JMJD2A Tudor	Pin1 inh	G9a inh
O=C(Nc1ccc(F)cc1F)c1cccc2c1C(=O)N(C1CCCCC1)C2	28%	-5%	8%	?	nt	-8%	-22%	-1%	-1%[59 µM]
CCOc1ccc(N(C(=O)CNC(=O)c2cccs2)C(C(=O)NCC2CCCO2)c2ccc(OC)c(OC)c2)cc1 (stereo unspecified)	20%	0%	-4%	59%[activator]	-15%	-2%	-3%	-14%	19%
COC(=O)c1nc(NC(=O)c2ccccc2)n[nH]1	38%	0%	-5%	9%	-35%	-1%	-7%	-1%	-8%[12.7 µM]
CCc1ccc2oc(-c3ccc(C)c(NC(=O)c4cc([N+](=O)[O-])ccc4N4CCOCC4)c3)nc2c1	17%	-6%	-3%	8%	-28%	-7%	-18%	8%	?
O=C(O)C1C(c2ccccc2)C(C(=O)Oc2ccccc2)C1c1ccccc1 (stereo unspecified)	14%	16%	-12%	13%	-18%	1%	-12%	-8%	1%[12.7 µM]
C(=C\c1ccccn1)/c1ccccn1	-11%[57 µM]	0%	2%	48%[activator]	21%	0%	?	5%	13%
O=C(Nc1nnc(C2CC2)s1)c1cccc(S(=O)(=O)N2CCc3ccccc32)c1	33%[activator]	7%	-2%	3%	-30%	-1%	-13%	26%	?
CC(C)Oc1cccc(C(=O)NC(=S)Nc2ccc3c4c(cccc24)CC3)c1	?	9%	-1%	10%	?	-4%	?	?	?
Cc1ccc2c(c1)C(c1ccc(N3CCOCC3)cc1)=NNC(c1cccs1)=N2	22%	-2%	-5%	16%	?	-6%	-10%	-4%	11%
Cc1cc(C)nc(SCC(=O)Nc2ccc(S(=O)(=O)Nc3cc(C)on3)cc2)n1	17%	-5%	0%	-1%	nt	nt	-1%	-6%	nt
COc1cc2c(cc1NC(=O)C(Cl)Cl)-c1ccc(NC(=O)C(Cl)Cl)cc1C2	?	3%	-2%	13%	nt	nt	?	-6%	nt
Cc1cccc(OCCN2C(=O)c3ccccc3C2=O)c1	123%[activator]	-2%	-21%	-3%	47%[activator]	-8%	70%[activator]	-2%	93%[activator]
O=C(O)c1cc(S(=O)(=O)N2CCCCC2)sc1Cl	19%	7%	9%	248%[activator]	6%	4%	-8%	-6%	21%[59 µM]
COc1ccc(OC)c(S(=O)(=O)NC2CCN(Cc3ccccc3)CC2)c1	53%[activator]	1%	nt	5%	1%	-1%	-17%	?	2%[12.7 µM]
OC(CN1C2=NCCCN2c2ccccc21)c1ccc(Cl)cc1 (stereo unspecified)	39%[activator]	-5%	0%	2%	-5%	-4%	-22%	-1%	-4%
NC(=O)C1(N2CCCCC2)CCN(Cc2ccccc2Cl)CC1	7%	-7%	-7%	-25%	-3%	1%	-1%	-8%	-3%[12.7 µM]
COc1ccc(C)cc1NC(C)C(=O)NC(=O)NC1CCCCC1 (stereo unspecified)	-11%	5%	-6%	10%	?	nt	?	8%	?

Not all compounds are listed (hit frequency here may not be typical).
